Screens from PubChem.
MC4R ag barr – activates human MC4R beta-arrestin recruitment. P32245. U2OS MC4R beta-arrestin complementation, luminescence; percent of melanotan II response, DMSO zero. activation, % at 8.9 µM. actives 0.98% (n = 360,000). AID 540308;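 active = activation above a per-plate cutoff, the mean activation of sample wells on that plate plus 3 SD, cut at about 8% in these data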
Target sequence (P32245 whole entry, looked up): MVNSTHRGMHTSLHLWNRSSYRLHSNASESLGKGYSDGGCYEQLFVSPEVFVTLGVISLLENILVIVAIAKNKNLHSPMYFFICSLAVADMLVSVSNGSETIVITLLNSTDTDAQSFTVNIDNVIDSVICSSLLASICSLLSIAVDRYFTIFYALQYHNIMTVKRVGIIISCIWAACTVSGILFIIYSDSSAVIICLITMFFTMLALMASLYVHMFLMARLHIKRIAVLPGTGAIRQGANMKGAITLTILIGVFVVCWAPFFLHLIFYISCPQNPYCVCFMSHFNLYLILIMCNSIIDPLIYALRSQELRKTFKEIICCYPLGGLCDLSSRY
H9c2 protect – protects H9c2 cardiomyocytes from peroxide injury | H2O2 injury protection, ATPLite, 2 h | protection from H2O2 cell death, % at 20 µM | actives 0.63% (n = 360,000) | AID 588492;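 active = compounds giving at least 50% protection of heart cells from peroxide-induced death in the single-dose screen, raw or plate-pattern-corrected value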;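 note: 0% = DMSO wells with peroxide and 100% = DMSO wells without peroxide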
m5-HT2A agonist – mouse HTR2A agonism via beta-arrestin recruitment | actives 0.66% (n = 360,000) | activation, % at 7.6 µM | CHO-K1 mHTR2A beta-arrestin complementation, luminescence; percent of 30 µM serotonin response | P35363;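 active = activation above a run cutoff, the mean activation of all tested compounds plus 3 SD, cut at about 14% in these data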;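 note: 0% = plate median of compound wells and 100% = 30 µM serotonin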
Target sequence (P35363 whole entry, looked up): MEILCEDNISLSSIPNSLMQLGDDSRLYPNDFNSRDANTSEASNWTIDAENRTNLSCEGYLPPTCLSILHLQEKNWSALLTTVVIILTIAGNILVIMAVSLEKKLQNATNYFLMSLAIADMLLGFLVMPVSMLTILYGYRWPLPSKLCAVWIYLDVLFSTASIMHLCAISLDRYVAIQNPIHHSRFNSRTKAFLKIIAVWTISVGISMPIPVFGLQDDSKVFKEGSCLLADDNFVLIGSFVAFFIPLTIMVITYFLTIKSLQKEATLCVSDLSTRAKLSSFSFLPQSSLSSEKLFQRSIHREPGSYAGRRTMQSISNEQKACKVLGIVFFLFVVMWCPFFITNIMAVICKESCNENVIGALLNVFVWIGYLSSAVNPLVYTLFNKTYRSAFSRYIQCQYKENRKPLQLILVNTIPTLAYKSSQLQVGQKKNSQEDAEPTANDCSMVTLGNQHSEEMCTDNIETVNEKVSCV
Glyco luc inh – N-linked glycosylation inhibition | D54 ERlucT glycosylation luciferase reporter, 24 h; percent of 100 nM tunicamycin response | reporter increase, % at 12.5 µM | actives 0.23% (n = 360,000) | AID 588692;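 active = mean luciferase reporter signal, scaled so untreated is 0 and the glycosylation-blocking control 100, at or above a set limit in every replicate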;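 note: luciferase carries N-glycosylation sites so blocking glycosylation raises the light; 0% = median of neutral control wells and 100% = median of 100 nM tunicamycin wells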
NCOA2 inhibitor – inhibits human steroid receptor coactivator 2. HEK293 GAL4-SRC2 luciferase reporter, luminescence. AID 651957. actives 0.17% (n = 370,000). inhibition, % at 9 µM. Q15596;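 active = inhibition above the mean inhibition of all tested compounds plus 3 SD, set per campaign, cut at about 52% in these data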;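 note: 0% = DMSO treated cells and 100% = cells given Gossypol at 36 µM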
TLR9-MyD88 block – TLR9-MyD88 interaction inhibition. Q9NR96+Q99836. CHO BLA complementation TLR9-MyD88, CCF4 FRET ratio. inhibition, % at 4.98 µM. actives 0.21% (n = 340,000). AID 504734;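 active = inhibition above the mean over all tested compounds plus 3 SD, cut at about 21% in these data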;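 note: 0% = DMSO only wells and 100% = clavulanate BLA inhibitor control wells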
MC4R antag cAMP – blocks human MC4R cAMP signaling; MC4R-expressing cells, MTII-stimulated cAMP, LANCE TR-FRET; inhibition, % at 6.5 µM; actives 0.48% (n = 360,000);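 active = inhibition above its plate's cutoff, the mean of tested wells on that plate plus 3 SD, cut at about 29% in these data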;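 note: 0% = Melanotan II alone and 100% = Melanotan II plus saturating MCL0020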
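System – human MC4R-expressing U2OS cells · Also added – Melanotan II · Dosing – one concentration, 6.5 µM nominal · Timing – 30-min compound, 1-h challenge, 1-h detection, room temperature · Measured by – Eu-cAMP/anti-cAMP TR-FRET, emission 671 nm · Replicates – singlicate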
NOD2 RIPK2 PPI – blocks binding of human NOD2 to RIPK2; CHO BLA complementation NOD2-RIPK2, CCF4 ratio; inhibition, % at 4.98 µM; actives 0.38% (n = 360,000); in the data active = inhibition above about 21%;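 note: 0% = vehicle only and 100% = reference blocker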
ABCB6 inh 2 – human ABCB6 transporter inhibition; Q9NP58; K562-ABCB6 porphyrin accumulation, flow cytometry, 1 h; stronger effect = lower value; fluorescence ratio to DMSO, % at 10 µM; actives 0.19% (n = 360,000); AID 602162;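 active = fluorescence ratio to DMSO below 75%, the collection mean minus 3 SD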;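 note: signal is porphyrin accumulated inside mitochondria; 100% equals median channel fluorescence of DMSO control wells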
ABHD5 PLIN5 PPI – blocks binding of human ABHD5 to perilipin-5; AID 602281; actives 0.78% (n = 360,000); Split G. princeps luciferase complementation, luminescence, 4 h; inhibition, % at 4 µM;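 active = inhibition above the mean inhibition across every tested compound plus 3 SD, cut at about 22% in these data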;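 note: 0% = DMSO only wells and the 100% control is not disclosed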
An asterisk follows results filed as active; · = no result given.

molecule,MC4R ag barr,H9c2 protect,m5-HT2A agonist,Glyco luc inh,NCOA2 inhibitor,TLR9-MyD88 block,MC4R antag cAMP,NOD2 RIPK2 PPI,ABCB6 inh 2,ABHD5 PLIN5 PPI
Cc1cc(C)c(C2=NOC(O)(C(F)(F)F)C2)c(=O)[nH]1 (stereo unspecified),-2.4,-0.3,4.6,1.5,-2.7,-2.1,0.1,-5.7,194.0,0.6
CCn1c(O)c(C=NCc2cccs2)c(=O)[nH]c1=O,-2.0,25.6,2.1,4.7,-19.6,0.9,2.2,-1.2,99.0,-1.1
Brc1ccc2[nH]cc(C=NN3CCCCCC3)c2c1,-0.5,-13.4,2.0,-2.1,-2.8,-3.4,-3.2,-16.8,96.0,-4.9
O=C(/C=C/C=C/c1ccccc1)CC1(O)C(=O)Nc2ccccc21 (stereo unspecified),0.9,0.0,1.7,4.6,0.6,2.3,2.4,7.7,101.0,15.5
Cc1ccc(S(=O)(=O)NCCC(=O)Nc2ccc(Cl)cc2C(=O)c2ccccc2)cc1,-0.1,-13.8,-2.7,-6.4,10.2,-1.4,-0.8,7.5,95.0,-10.1
NC(=O)c1ccc(N=Cc2c(O)n(Cc3ccco3)c(=O)[nH]c2=O)cc1,0.9,-10.4,0.4,2.6,-6.4,1.1,-10.4,-9.6,98.0,11.4
Cc1cccc(CCNCc2cc3ccc(C)cc3[nH]c2=O)c1,0.4,4.1,8.7,2.6,-4.6,-9.8,15.3,6.6,102.0,-9.2
COC(=O)C1=C(c2ccc(C(C)=O)cc2)C[C@@H]2CC[C@H]1N2C(=O)NCC1CC1,-1.9,-3.8,6.9,-2.3,·,0.7,4.3,6.5,102.0,4.5
CCC(=NCCO)c1c(O)n(-c2ccccc2)c(=O)[nH]c1=O,0.1,21.6,6.8,-0.8,-7.1,-0.2,0.3,-1.8,150.0,-1.2
Cc1c(N=Nc2c(O)[nH]c(=O)[nH]c2=O)c(=O)n(-c2ccccc2)n1C,-4.4,-0.7,-4.6,2.3,20.4,1.5,-0.1,-3.8,107.0,2.5
CC(=O)O[C@H]1CC[C@]2(C)C3CC[C@@]4(C)C(C[C@@H](O)[C@@H]4O)C3[C@@H](OC(C)=O)C[C@H]2C1 (stereo partly specified),-0.7,11.3,-2.9,-0.7,-9.7,-1.0,10.6,-15.8,102.0,1.2
CC(C)C(=O)c1cn(Cc2ccc(C#N)cc2)c2ccccc12,-0.7,5.7,8.9,-5.1,1.3,-10.7,0.9,-6.6,95.0,4.6
COCCOC(=O)C1=C(N)OC(C)=C(C(=O)OC)C12C(=O)Nc1ccccc12 (stereo unspecified),0.1,6.9,-1.3,-0.5,-13.5,-6.3,14.7,3.5,96.0,-5.0
CCn1cc(C(=O)N2CCOCC2)c2ccccc21,-2.5,4.0,0.7,2.5,-21.7,-4.6,-6.6,-0.4,96.0,3.7
O=C1CCCC2=C1C(c1cccnc1)Nc1ccccc1N2 (stereo unspecified),-1.1,-3.4,2.2,1.8,-5.3,3.5,3.6,-1.5,89.0,1.0
Cc1cc(OCC(=O)N[C@@H](Cc2ccccc2)C(=O)O)c2c3c(c(=O)oc2c1)CCCC3,-1.0,-3.7,-1.1,-0.5,22.0,0.1,-1.8,-3.4,96.0,-0.5
CCC(=O)[C@@H](C)[C@@H](O)[C@H](C)C[C@@H](C)C1OC(=O)C[C@@]2(O)CC=C(C)C(O2)C(C)=CCCC[C@H](O[C@H]2C[C@@H](OC(N)=O)[C@H](O)[C@@H](C)O2)C=C[C@H](C)C[C@H]1C (stereo partly specified),·,·,3.2,·,·,·,·,-11.4,99.0,-3.9
O=C(N/N=C/c1c(O)n(CCc2ccccc2)c(=O)[nH]c1=O)c1ccccc1,0.1,17.2,2.9,-0.9,-62.2,·,10.5,-5.6,101.0,-2.7
O=C1NC(=O)N(Cc2ccccc2)C(=O)/C1=C\C=C\c1ccco1,0.8,-11.8,3.0,·,-1.6,6.6,22.9,-1.5,107.0,27.7*
COC(=O)C[C@]1(C(=O)OC)CN(C#N)N(c2ccc(Cl)cc2)C12c1ccccc1-c1ccccc12,-2.8,-3.7,-5.0,-19.2,91.2*,7.4,-7.9,55.0*,81.0,78.3*

Shown with two lines to a compound: entries from further up
The line under a structure holds: MC4R ag barr | H9c2 protect | m5-HT2A agonist | Glyco luc inh | NCOA2 inhibitor | TLR9-MyD88 block | MC4R antag cAMP | NOD2 RIPK2 PPI | ABCB6 inh 2 | ABHD5 PLIN5 PPI
O=C1CCCC2=C1C(c1cccnc1)Nc1ccccc1N2 (stereo unspecified)
    -1.1 | -3.4 | 2.2 | 1.8 | -5.3 | 3.5 | 3.6 | -1.5 | 89.0 | 1.0
Cc1cc(OCC(=O)N[C@@H](Cc2ccccc2)C(=O)O)c2c3c(c(=O)oc2c1)CCCC3
    -1.0 | -3.7 | -1.1 | -0.5 | 22.0 | 0.1 | -1.8 | -3.4 | 96.0 | -0.5
CCC(=O)[C@@H](C)[C@@H](O)[C@H](C)C[C@@H](C)C1OC(=O)C[C@@]2(O)CC=C(C)C(O2)C(C)=CCCC[C@H](O[C@H]2C[C@@H](OC(N)=O)[C@H](O)[C@@H](C)O2)C=C[C@H](C)C[C@H]1C (stereo partly specified)
    · | · | 3.2 | · | · | · | · | -11.4 | 99.0 | -3.9
O=C(N/N=C/c1c(O)n(CCc2ccccc2)c(=O)[nH]c1=O)c1ccccc1
    0.1 | 17.2 | 2.9 | -0.9 | -62.2 | · | 10.5 | -5.6 | 101.0 | -2.7
O=C1NC(=O)N(Cc2ccccc2)C(=O)/C1=C\C=C\c1ccco1
    0.8 | -11.8 | 3.0 | · | -1.6 | 6.6 | 22.9 | -1.5 | 107.0 | 27.7*

(list continues)
molecule,MC4R ag barr,H9c2 protect,m5-HT2A agonist,Glyco luc inh,NCOA2 inhibitor,TLR9-MyD88 block,MC4R antag cAMP,NOD2 RIPK2 PPI,ABCB6 inh 2,ABHD5 PLIN5 PPI
COC(=O)C1=C(c2ccc3ccccc3c2)C[C@@H]2CC[C@H]1N2C(=O)N1CCOCC1,1.4,-8.6,-5.8,3.4,27.6,-0.2,1.6,-15.8,96.0,2.1
Cc1cc(OC(=O)N(C)C)nc(-c2ccc(C)c(Cl)c2)n1,1.2,-1.1,3.9,-1.7,5.7,-1.6,-6.2,-1.0,90.0,5.3
O=P(C(Cl)Cl)(N1CCCCC1)N1CCCCC1,-1.3,5.7,-5.1,0.9,-1.3,-0.9,11.3,1.4,104.0,-1.1
CCN(CC)c1ccc(/C=C2/C(=O)NC(=O)N(Cc3ccco3)C2=O)cc1,-0.4,9.4,2.5,4.1,7.2,4.0,12.5,0.5,140.0,12.4
COC(=O)OCC12CCC(O1)C1(C)C(=O)OCC21 (stereo unspecified),-0.4,2.1,1.4,3.6,12.1,1.0,10.2,-2.4,101.0,-1.6
O=[N+]([O-])c1ccc(N2CCNCC2)cc1N1CCCCCC1,-1.4,7.6,6.0,-1.2,3.9,-1.4,-4.8,7.1,94.0,2.6
CCOc1ccc(C(C)=O)cc1Cn1ccsc1=N,1.4,3.6,-4.6,0.2,6.7,3.7,10.9,-3.4,101.0,11.3
Cc1ccc2cc(C=C(C#N)C#N)c(Cl)nc2c1,-3.7,-11.9,0.1,22.1,-14.2,1.5,-9.0,3.9,98.0,16.3
Cc1ccccc1N1C(=O)CC(=O)N(c2ccccc2C)C1=O,0.9,6.0,-0.4,1.4,3.5,4.4,18.4,-9.4,100.0,9.0
CCN(CC)S(=O)(=O)c1ccc(NN=C(C#N)C#N)cc1,0.6,-15.2,0.5,-3.0,28.9,6.4,-2.5,-23.2,97.0,25.8*
O=C(NCC(c1cccnc1)N1CCN(c2ccccc2)CC1)Oc1ccccc1 (stereo unspecified),-3.5,-9.1,0.9,3.2,-10.0,-2.1,-4.0,-2.3,93.0,-9.9
O=C1NC(=O)C(=Cc2ccccc2Oc2ccc(F)cc2)C(=O)N1,0.4,14.1,2.0,0.0,0.6,2.3,-1.9,-5.3,90.0,10.3
Cc1cccc(-n2c(/C=C/c3ccccn3)nc3ccccc3c2=O)c1,-0.3,14.1,-4.6,0.0,-6.9,-3.7,3.8,-7.8,101.0,4.6
CC(CN1CCOCC1)C(C#N)(c1ccccc1)c1ccccc1 (stereo unspecified),1.4,-2.4,-3.3,-2.5,-6.1,2.9,10.8,-5.2,111.0,7.1
CCOC(=O)C1C(=O)N(C)C2(C)CC1c1cc(OC)ccc1O2 (stereo unspecified),-0.3,8.3,-0.2,0.4,-11.0,1.6,5.5,-9.3,94.0,5.5
CN1CCC2(O)OCCCC2C1 (stereo unspecified),-0.9,7.3,-3.0,-0.7,-35.3,0.6,2.5,9.2,98.0,0.8
FC(F)(F)c1ccc(-c2ccc3c(c2)CNCc2cnnn2-3)cc1,·,-0.3,-7.2,1.7,-2.9,·,·,3.7,92.0,5.8
O=c1oc2ccccc2c(O)c1C(c1ccc([N+](=O)[O-])cc1)c1c(O)c2ccccc2oc1=O,-1.3,-1.7,4.5,3.1,-20.0,0.3,-7.7,-1.2,95.0,13.9
CN1C2C=C(N(C(=O)c3ccc(Cl)cc3)c3ccccc3)CC1CC2 (stereo unspecified),-2.0,-11.4,-3.9,0.4,-14.8,-2.7,1.8,-0.4,100.0,-3.3
COc1ccc(-c2cc(=O)c3c(OC)c(OC)c(OC)cc3o2)cc1,1.1,0.9,-1.3,10.7,7.8,-12.2,2.7,-8.7,96.0,-0.2
CC/C=C/CC(=O)N[C@@H](c1ccccc1)[C@@H](O)C(=O)O[C@H]1C[C@@]2(O)[C@@H](OC(=O)c3ccccc3)C3[C@](C)(C(=O)[C@H](OC(C)=O)C(=C1C)C2(C)C)[C@@H](O)C[C@H]1OC[C@@]31OC(C)=O (stereo partly specified),-1.0,0.9,-6.4,14.2,26.3,7.3,4.5,-9.7,104.0,3.9
CCN1CCN(Cc2ccccc2C)CC1,1.3,-3.1,-1.7,0.0,-6.2,0.1,8.3,-0.7,94.0,1.1
CN1CC=C2C(C#N)=C(N)C(C#N)(C#N)C(c3ccncc3)C2C1 (stereo unspecified),-0.7,0.1,0.8,3.3,·,-2.1,4.5,-2.4,165.0,-4.9
O=c1[nH]c(N2CCN(Cc3ccc4c(c3)OCO4)CC2)nc2c1CCC2,-0.5,41.9,2.1,-2.2,10.3,6.5,-1.4,-6.1,93.0,2.8
Cc1cccc(-n2c(O)c(C=NCc3cccnc3)c(=O)[nH]c2=O)c1C,-0.6,-2.3,1.9,0.6,19.2,-11.7,6.0,-2.5,124.0,-8.8
COc1ccc(-n2c(=S)[nH]c3ccc(C)cc3c2=O)cc1,1.1,3.7,-0.3,-1.4,19.9,-0.2,12.8,8.9,96.0,-10.0
O=C(O)CC1OCC=C2CN3CCC45C6=CC(=O)C(=O)C([N+](=O)[O-])=C6NC4C1C2CC35 (stereo unspecified),-1.6,-4.3,6.0,-6.6,·,8.4,6.4,-3.8,99.0,-12.5
CCC(CC)NC1CCCCC1OC (stereo unspecified),0.0,-1.9,-1.9,1.9,0.8,-1.8,2.4,1.8,102.0,-2.2

A portion of the library; rates above refer to the full screens.
